Source: PubChem
ABCB6 inh MLPCN: blocks the human ABCB6 transporter; K562-ABCB6 porphyrin accumulation, flow cytometry, 1 h; hits give low values; fluorescence ratio to DMSO, % at 10 µM; 0.19% of 360,000 active; AID 602162;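 active = fluorescence ratio to DMSO below 75%, the collection mean minus 3 SD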;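 note: signal is porphyrin accumulated inside mitochondria; 100% equals median channel fluorescence of DMSO control wells; lower ratio means ABCB6 inhibition with less porphyrin fluorescence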
Target sequence (Q9NP58 whole entry, looked up): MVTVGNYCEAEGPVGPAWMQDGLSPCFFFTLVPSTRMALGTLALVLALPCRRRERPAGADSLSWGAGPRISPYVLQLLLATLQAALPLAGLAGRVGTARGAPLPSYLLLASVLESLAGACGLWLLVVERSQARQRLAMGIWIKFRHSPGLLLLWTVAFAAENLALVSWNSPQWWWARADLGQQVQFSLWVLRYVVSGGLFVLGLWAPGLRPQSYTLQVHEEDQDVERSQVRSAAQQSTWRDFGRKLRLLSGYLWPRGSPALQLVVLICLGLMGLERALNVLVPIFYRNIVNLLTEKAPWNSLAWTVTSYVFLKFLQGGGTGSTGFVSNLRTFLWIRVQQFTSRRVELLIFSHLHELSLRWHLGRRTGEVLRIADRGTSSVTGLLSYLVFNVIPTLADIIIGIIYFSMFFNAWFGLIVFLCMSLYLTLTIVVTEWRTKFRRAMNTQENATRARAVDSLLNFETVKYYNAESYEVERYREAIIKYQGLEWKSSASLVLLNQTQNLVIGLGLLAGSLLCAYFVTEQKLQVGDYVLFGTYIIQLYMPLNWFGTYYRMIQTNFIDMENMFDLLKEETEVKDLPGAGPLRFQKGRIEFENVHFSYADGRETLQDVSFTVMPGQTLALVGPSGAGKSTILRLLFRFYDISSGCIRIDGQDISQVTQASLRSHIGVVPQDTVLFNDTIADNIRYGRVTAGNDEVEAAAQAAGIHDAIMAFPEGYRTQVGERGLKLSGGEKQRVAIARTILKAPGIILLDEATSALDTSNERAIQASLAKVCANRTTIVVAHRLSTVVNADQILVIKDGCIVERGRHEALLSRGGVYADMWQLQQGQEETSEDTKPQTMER
H9c2 protect: protects H9c2 cardiomyocytes from peroxide injury; H2O2 injury protection, ATPLite, 2 h; protection from H2O2 cell death, % at 20 µM; 0.63% of 360,000 active; AID 588492;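 active = compounds giving at least 50% protection of heart cells from peroxide-induced death in the single-dose screen, raw or plate-pattern-corrected value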;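 note: 0% = DMSO wells with peroxide and 100% = DMSO wells without peroxide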
Vif inh: inhibitors of HIV Vif; HEK293T cells, Vif self-association by quenched fluorescence, imaging, 24 h; 0.35% of 340,000 active; AID 602346; inhibition, % at 7.49 µM; in the data active = inhibition above about 50%, passing the limit was not always enough; note: some results filed as inactive read as strong as hits
aDG glyco up: increases alpha dystroglycan glycosylation; 0.22% of 360,000 active; activation, % at 10 µM; Pro5-aDG cells, alpha-DG glycosylation AlphaScreen (IIH6); 0% Pro5, 100% B10-LARGE cell signal;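 active = activation of at least 8% versus controls, or a plate z-score of at least 8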;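 note: Pro5 are CHO cells carrying HIG-tagged alpha-DG that lacks glycosylation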
CaV13 FRET inh: Primary screen for inhibitors of IQ motif and Ca2+-dependent inactivation inhibitor domain binding in CACNA1D, Förster resonance energy transfer in living cells, … | HEK cells, CFP/YFP FRET ICDI-IQ, plate reader, 10 min; percent FRET-ratio fall versus neutral wells | inhibition, % at 12.3 µM | 0.098% of 340,000 active | AID 743397;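 active = mean replicate inhibition of at least 30% and at least 1% of replicates passing that level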;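 note: 0% = median of the neutral control wells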
MC4R antagonist: blocks human MC4R cAMP signaling | inhibition, % at 6.5 µM | MC4R-expressing cells, MTII-stimulated cAMP, LANCE TR-FRET | 0.48% of 360,000 active | AID 540295;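 active = inhibition above its plate's cutoff, the mean of tested wells on that plate plus 3 SD, cut at about 29% in these data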;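 note: 0% = Melanotan II alone and 100% = Melanotan II plus saturating MCL0020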
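Material: U2OS-MC4R stable cell line | Reagent: Melanotan II challenge after compound preincubation | Doses: One concentration, 6.5 µM nominal | Incubation: 30-min compound preincubation, 1-h Melanotan II challenge, 1-h detection, room temperature | Signal: TR-FRET cAMP assay | Replicates: One well per compound, no replicates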
N-glyco inh: N-linked glycosylation inhibition. reporter increase, % at 12.5 µM. AID 588692. D54 ERlucT glycosylation luciferase reporter, 24 h; percent of 100 nM tunicamycin response. 0.23% of 360,000 active;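 active = mean luciferase reporter signal, scaled so untreated is 0 and the glycosylation-blocking control 100, at or above a set limit in every replicate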;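 note: luciferase carries N-glycosylation sites so blocking glycosylation raises the light; 0% = median of neutral control wells and 100% = median of 100 nM tunicamycin wells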
MC4R ag barr: agonists of human melanocortin 4 receptor (MC4R) beta-arrestin; U2OS MC4R beta-arrestin complementation, luminescence; percent of melanotan II response, DMSO zero; activation, % at 8.9 µM; 0.98% of 360,000 active; AID 540308;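 active = activation above a per-plate cutoff, the mean activation of sample wells on that plate plus 3 SD, cut at about 8% in these data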
HTR2A ag: mouse HTR2A agonism via beta-arrestin recruitment | CHO-K1 mHTR2A beta-arrestin complementation, luminescence; percent of 30 µM serotonin response | activation, % at 7.6 µM | 0.66% of 360,000 active | AID 624169;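 active = activation above a run cutoff, the mean activation of all tested compounds plus 3 SD, cut at about 14% in these data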;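 note: 0% = plate median of compound wells and 100% = 30 µM serotonin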
PDI turbidity: blocks human protein disulfide isomerase activity | P07237 | PDI insulin aggregation turbidity, A650, 90 min | inhibition, % at 10 µM | 0.052% of 350,000 active;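 active = mean inhibition across replicates of 30% or more, whatever share of single replicates reach that level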;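 note: absorbance from insulin aggregation driven by PDI reduction with DTT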
* marks the source's active call; other numbers are inactive results; x = not tested or not shown.

The line under a structure holds: ABCB6 inh MLPCN, H9c2 protect, Vif inh, aDG glyco up, CaV13 FRET inh, MC4R antagonist, N-glyco inh, MC4R ag barr, HTR2A ag, PDI turbidity
(1) O=C(c1ccccc1F)N(Cc1ccccc1)C1CCS(=O)(=O)C1 (stereo not drawn)
    97, 6, x, -0.2, x, 10, 3, 2.6, -4, -5
(2) Cc1ccc2c(CSc3nnnn3C)cc(=O)oc2c1
    102, 4, -7, -0.5, -2, 5, 0, -0.2, -5, -5
(3) OCC1CCCN(Cc2ccc(-c3ccccc3)cc2)C1 (stereo not drawn)
    97, 5, 6, 0.2, -8, -2, 0, -2.1, -8, 0
(4) Clc1ccc(N=C2SCCS2)cc1
    101, -6, -4, -0.1, -3, -4, 1, 0.3, 1, 5
(5) O=NN(Cc1cccnc1)C(=O)NC1CCCCC1
    93, -2, 4, 0.2, -10, x, 4, x, -8, x
(6) CN1CCN(CC#CCC2(O)c3ccccc3-c3ccccc32)CC1
    94, 6, 5, -0.3, 4, 5, 0, -3.5, -2, 5
(7) CCN(CC(=O)Nc1c(F)cccc1F)C(=O)c1ccccc1F
    95, -3, 5, 0.0, -21, 0, -2, -1.5, -3, 0
(8) Cc1nc(Sc2ccc(Cl)cc2)c(C#N)c(C)c1[N+](=O)[O-]
    96, -8, 7, 0.0, -5, 6, 7, 0.4, 1, -6
(9) CCc1c(O)nc(SCC(N)=O)n(-c2ccccc2F)c1=O
    91, -3, 0, 0.2, -3, -6, 0, -1.9, 6, -9
(10) COc1ccc(N2CCN(C(=O)CCc3ccccc3OC)CC2)cc1
    94, 0, -4, -0.1, -20, 2, 0, -2.0, -9, 0
(11) O=C(Cc1ccc(Cl)cc1)NC(=S)Nc1ccccc1O
    96, -4, 7, 0.1, -20, -5, -1, 0.6, 1, -6
(12) CN(C)CCN(Cc1ccco1)S(=O)(=O)c1ccc(-c2ccc(=O)[nH]n2)s1
    98, -1, -9, 0.0, -5, 0, 2, -1.7, -1, 9
(13) COc1ccc(CC(=O)NCC2CCCN(Cc3cccc(SC)c3)C2)cc1 (stereo not drawn)
    100, 3, -3, 0.2, -5, 3, -1, -1.7, -6, 3
(14) O=c1c2ccccc2nc(-c2cccs2)n1-c1ccc2ccccc2c1
    96, -7, -8, 0.4, -5, 2, -2, 5.7, 0, -5
(15) COc1ccc(C(=O)COC(=O)c2cc(C)no2)c(OC)c1
    96, -4, 0, 0.1, -2, 2, 4, -1.0, -1, 6
(16) COC(=O)CCC(=O)N1CCC(CCC(=O)NCc2ccc(F)cc2)CC1
    98, 4, -3, 0.0, -3, 2, 2, 1.1, 4, 0
(17) Cc1ccc(-n2ncc3c(NCc4ccccn4)ncnc32)c(C)c1
    97, 4, -1, -0.2, x, 11, -1, 1.3, 2, -2
(18) Cc1cccn2c(=O)c3cc(C#N)c(=N)n(CCCN4CCOCC4)c3nc12
    x, 7, 3, -0.1, x, -5, -1, -0.4, 1, -3
(19) Oc1ccc(C[C@@H]2CNCCN2CCCCC2CCCCC2)cc1
    99, -3, 0, 3.7, -5, 2, -1, 2.9, -4, -1
(20) C/C(=N/NC(=O)CNC(=O)/C=C/c1ccccc1)c1ccco1
    98, 0, 18, -0.2, -3, 0, 0, 1.4, -7, 2
(21) COC(=O)c1ccc2nc3c(cc2c1)[C@@H]1CCN2C(=O)CCC[C@H](C3)[C@H]12
    101, 4, 0, 0.3, -1, 0, 3, -1.4, 9, 12
(22) O=C(CSc1nnc(-c2cccnc2)o1)Nc1cccc(F)c1
    96, 4, 4, -0.3, -6, 4, 1, -4.0, 0, 1
(23) CC(C)NC(=O)N(C)C[C@H]1OCCCC[C@H](C)Oc2ccc(NS(=O)(=O)c3ccccc3)cc2C(=O)N([C@H](C)CO)C[C@H]1C
    94, 5, 1, 0.2, -7, -1, 1, -1.8, 9, 0
(24) COc1ccc2nc(-n3c(O)c(C4=c5ccccc5=NC4=O)[nH]c3=S)sc2c1
    100, 1, 0, 0.2, -2, -5, -1, -2.0, 6, -3
(25) C=CCN1C(=O)c2ccc(C(=O)N(C)CC(=O)Nc3ccccc3Cl)cc2C1=O
    101, 2, -15, 0.0, -6, 5, 0, -1.0, 4, 12
(26) O=C(Nc1ccccc1)c1cccc(NC(=O)c2ccco2)c1
    98, 0, 2, 0.2, -5, 1, -1, -1.5, -7, 16
(27) C=CCn1c(=O)c(C(=O)NCc2ccc3c(c2)OCO3)c(O)c2cc(OC)c(OC)cc21
    95, 1, 8, -0.1, -21, 4, -1, 0.7, 0, 0
(28) CCN(c1ccc(NC(=O)CSCc2c(C)noc2C)cc1)C(C)C
    92, 0, 9, -0.1, -5, 6, 1, -0.4, -6, 7
(29) CN(C)c1ccc(-c2ccnc3c2CC(C)(C(=O)NCCc2ccccc2)O3)cc1 (stereo not drawn)
    89, 0, x, -0.4, -10, 2, -1, 0.0, 0, -1
(30) COc1ccc(C2N3CC4(C)CN2CC(C)(C3)C4O)cc1 (stereo not drawn)
    96, 2, 6, 0.4, -5, -3, 1, -0.9, -1, x
(31) O=C(CCCCCNC(=S)Nc1ccc(Cl)cc1)C[N+](=O)[O-]
    100, -2, 30, -0.1, 1, 14, 3, -0.8, 1, 9
(32) CCN1C(=O)/C(=C2\SC(=S)N(CCCOC)C2=O)c2ccccc21
    99, -11, 6, -0.1, -2, 3, 2, 0.2, 3, 11
(33) O=C(NCCc1ccc(Cl)cc1)c1cc2ccccn2n1
    98, 2, 0, 0.1, -8, 2, 1, 0.3, -2, -3
(34) COc1ccc(-c2onc(C)c2-c2ccccc2)c(O)c1
    87, -3, 1, -0.2, -2, 3, 11, 1.4, 0, 3
(35) CCN(CC)CCNC(=O)Cn1c(=O)c2cccn2c2ccc(F)cc21
    101, 2, -4, 0.1, -2, 21, 1, 0.1, 2, 6
(36) S=c1[nH]nc(-c2ccc(Cl)cc2)n1/N=C/C=C/c1ccco1
    97, 6, -2, 0.0, -3, 4, 1, -0.2, 2, -9
(37) CCc1cccc(NC(=O)CN(c2ccc(C)cc2)S(=O)(=O)c2c(C)noc2C)c1
    85, -18, -2, 0.4, -14, 8, -2, -0.9, 0, 4
(38) O=C(OCC(=O)N1CCN(c2ccccc2)CC1)C1=COCCO1
    101, -3, 9, -0.1, -9, 19, -1, -0.7, 2, -4
(39) Cc1cccc2nc(CNC(=O)CC3C(=O)NCCN3Cc3cccc(F)c3)cn12 (stereo not drawn)
    98, 0, -2, -0.3, -5, 7, 0, -2.9, 0, 0
(40) Cc1cccc(NC(=O)CSc2ccc(-c3ccco3)nn2)c1
    79, -1, -7, 0.4, -9, -4, -1, -2.4, -4, -7
(41) C=CCn1c(NCCc2ccccc2)nc2c1c(=O)n(C)c(=O)n2C
    98, -24, -11, 5.8, x, -3, -4, -2.2, 0, -2
(42) O=C(c1cc(-c2cccs2)nc2ccccc12)N1CCN(c2ccccc2)CC1
    98, 5, -21, -0.4, -2, 2, 17, -0.6, 1, -3
(43) O=C1C2C3C=CC(CC3)C2C(=O)N1c1ccc(Cl)cc1Cl (stereo not drawn)
    92, -5, 1, -0.1, -21, 2, -1, 0.7, -3, -4
(44) CCOc1ccc(C(C)NC(=O)Cc2ccccc2F)cc1OCC (stereo not drawn)
    99, -3, -3, 0.0, -1, 8, 2, -1.5, 0, 2
(45) O=C(NC(Sc1ccc(Cl)cc1)C(=O)O)c1ccccc1 (stereo not drawn)
    94, 0, -2, 0.6, -7, 5, 4, 0.4, 7, 6
(46) Cc1ccc(OCc2ccc(C(=O)NCC3CCCO3)cc2)cc1 (stereo not drawn)
    97, -7, 1, 0.2, -3, 27, -2, -2.0, -4, 8
(47) Cc1ccc(C(C(=O)NCC2CCCO2)N(Cc2ccccc2F)C(=O)Cn2nnc(-c3cccs3)n2)cc1 (stereo not drawn)
    98, 2, x, 0.3, -8, 2, 1, 0.1, -4, 5
(48) Nc1nnc(SCc2cccc(C(F)(F)F)c2)s1
    91, -2, -4, -0.2, -6, -5, 0, -1.2, -4, 9
(49) CCOC(=O)[C@]12CCC=C1N(Cc1ccco1)C(=O)[C@H](CC(=O)NCCCCc1ccccc1)C2
    94, x, x, 0.4, -5, x, x, x, -1, x
(50) OCc1cccc(-c2csc(C(O)(c3ccccc3)C(F)(F)F)n2)c1 (stereo not drawn)
    88, -5, -2, -0.2, -5, 4, -1, 1.0, -2, -4
(51) CCN1CCn2c3c(c4cc(Cl)ccc42)CCCC31 (stereo not drawn)
    104, -5, 22, -0.1, -5, -5, -1, -1.3, -5, 0
(52) O=c1c2c(nc3nc(CCc4ccccc4)[nH]n13)CCC2
    97, -7, 10, -0.1, -5, 12, 1, 2.2, 4, 3
(53) O=C(COC(=O)c1cccc(Br)c1)NC1CCCCCCC1
    94, 3, -4, 0.0, -5, 2, 2, -1.1, 3, 6
(54) O=C(N/N=C/c1ccc(N2CCOCC2)s1)c1ccccc1Cl
    100, 8, 3, 0.1, -17, -10, 4, -0.4, -4, 0
(55) Cc1ccc(OCc2nnc(SCC(=O)Nc3nccs3)n2-c2ccccc2)cc1C
    100, 7, -7, -0.4, -2, 6, 2, -0.6, -1, 10
(56) O=C(O)/C=C/C(=O)Nc1ccccc1-c1ccccc1NC(=O)/C=C/C(=O)O
    95, 8, -7, -0.1, -5, 5, 6, 1.4, 2, -9
(57) O=C(NCc1ccc2c(c1)OCO2)c1cc(Cl)ccc1Cl
    111, -2, -1, 0.0, -4, 11, -2, 2.6, -3, 0
(58) CCn1c(SC(C)C)nnc1C1CCN(S(=O)(=O)c2ccc(OC)cc2)CC1
    106, -13, -5, 0.6, -4, 5, -2, -1.9, 8, 0
(59) COC(=O)c1cc2n(n1)CCN(Cc1ccccc1Cl)C2=O
    103, 12, 5, -0.2, -2, 4, 2, -1.4, -6, 1

The order is random; overall some 3.6% were active at least once.
